# FBW7 activator = activators of human E3 ligase FBW7 | Q969H0 | normalized activity (activation), % at 26.1 µM | AlphaScreen FBW7–phospho-cyclin E peptide binding, activator screen | actives 0.13% (n = 650,000); in the data active means normalized activity above about 1.9%;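 further: purified mutant Fbw7 with reduced substrate affinity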
# Target sequence (Q969H0 whole entry, looked up): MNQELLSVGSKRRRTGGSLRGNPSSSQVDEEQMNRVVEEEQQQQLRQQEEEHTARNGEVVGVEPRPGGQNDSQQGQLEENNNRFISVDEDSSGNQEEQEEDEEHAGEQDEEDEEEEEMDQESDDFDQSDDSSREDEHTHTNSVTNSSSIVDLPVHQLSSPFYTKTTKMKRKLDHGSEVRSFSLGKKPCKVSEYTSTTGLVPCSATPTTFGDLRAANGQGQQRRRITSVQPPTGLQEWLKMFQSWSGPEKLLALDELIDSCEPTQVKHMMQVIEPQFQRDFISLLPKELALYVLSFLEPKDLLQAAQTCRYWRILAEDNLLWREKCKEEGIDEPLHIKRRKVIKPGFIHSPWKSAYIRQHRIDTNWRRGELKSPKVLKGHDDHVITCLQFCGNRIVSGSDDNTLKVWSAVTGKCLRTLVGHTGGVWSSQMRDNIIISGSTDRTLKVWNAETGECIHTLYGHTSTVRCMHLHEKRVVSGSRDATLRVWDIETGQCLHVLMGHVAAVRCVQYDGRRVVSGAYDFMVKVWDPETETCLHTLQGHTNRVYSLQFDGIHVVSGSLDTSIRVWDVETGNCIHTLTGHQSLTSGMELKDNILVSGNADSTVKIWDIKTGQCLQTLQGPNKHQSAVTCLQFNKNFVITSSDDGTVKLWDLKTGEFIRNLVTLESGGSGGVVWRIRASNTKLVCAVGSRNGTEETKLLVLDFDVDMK
# MITF primary = inhibitors of human MITF | O75030 | AlphaScreen MITF homodimerization, bead proximity signal | inhibition, % at 2.6 µM | actives 0.91% (n = 650,000) | AID 1259374; in the data active means inhibition above about 50%;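 further: 0% = vehicle wells with protein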
# GPR151 activ = activates the human receptor GPR151; PathHunter beta-arrestin GPR151 cells, luminescence; activation, % at 11.2 µM; actives 1% (n = 650,000); in the data active means activation above about 4.9%;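 further: 0% = median of compound wells and 100% = cells with positive control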
# TEAD-YAP inh = TEAD-YAP interaction inhibition; HEK-TIYL cells, TEAD-Gal4/YAP UAS-luciferase luminescence; inhibition, % at 9.12 µM; actives 1.4% (n = 640,000); AID 1259422; in the data active means inhibition above about 32%;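 further: 0% = median of test compound wells and 100% = reference inhibitor wells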
# An asterisk follows results filed as active; & = joins results of further samples.
Molecule	FBW7 activator	MITF primary	GPR151 activ	TEAD-YAP inh
OC(c1ccc2c(c1)CN(Cc1cccn1-c1ncccn1)CCO2)c1ccccn1 (centres undefined)	-0.1	-1	0.1	4
CCOC(=O)Cc1csc(NC(=O)C(C)(C)C)n1	-0.1	1	2.4	-43
O=C(c1ccc([N+](=O)[O-])s1)N(c1nccs1)C1CCCCC1	-0.4	4	-0.3	-17
CCOc1ccc(C(=O)Nc2sc3c(c2C(N)=O)CCN(Cc2ccccc2)C3)cc1	0.0	-9	0.0	6
Cc1nc(N2CCC(C)CC2)c2c(C)c(C(=O)O)sc2n1	0.3	9	-1.8	27
CN1/C(=C2\C=NN(C)P2(=O)N2CCCCCC2)C(C)(C)c2ccccc21 (centres undefined)	0.1	8	-0.2	2
CN(C)/C=C(\C=O)c1[nH]ncc1[N+](=O)[O-]	0.1	6	0.9	-1
c1ccc2cc3n[nH]nc3cc2c1	-0.1	-7	-0.4	-7
CCOC(=O)c1c(NC(=O)C2C3C=CC(C3)C2C(=O)O)sc2c1CCCC2 (centres undefined)	0.1	3	0.6	18
COc1cccc(NC(=O)Cc2c(O)c3ccccc3[nH]c2=O)c1	-0.1	1	-0.8	-6
COc1ccc(CCNC(=O)c2cccc(-c3cccs3)n2)cc1	0.0	9	-0.1	5
Clc1ccccc1OCc1nc(-c2ccncc2)no1	0.7	1	-1.1	-82
CCn1c(SCC(=O)Nc2ccc(Cl)c(Cl)c2)nc2c(c1=O)SC(C)C2 (centres undefined)	-0.1	6	1.3	6
C/C(CC(=O)NC12CC3CC(CC(C3)C1)C2)=N\NC(=O)c1ccc(Cl)cc1	-0.2	-7	-0.5	-19
Cc1[nH]nc2c1C(c1cccc(F)c1)C(C#N)=C(N)O2 (centres undefined)	-0.1	7	-1.1	-4
CCOC(=O)C1=C(C)N(c2ccccc2)C(=O)/C1=C\c1ccc2c(c1)OCO2	0.0	-4	0.1	-28
Cc1c(NC(=O)c2ccc(-c3ccc(Cl)cc3)o2)cccc1-c1nc2ncccc2o1	-0.1	4	0.5	2
CCOc1ccccc1C(=O)Nc1ccc(C(=O)OCC(C)C)cc1	0.0	5	-0.4	-7
CC(C)(C)NC(=S)Nc1cccc(F)c1	0.0	-19	4.7	-3
Cc1[nH]c(=O)[nH]c(=O)c1S(=O)(=O)N1CCCCCC1	0.3	12	-0.7	4
COc1ccc(-c2nc(NCCO)c3ncn(Cc4ccc(C(F)(F)F)cc4)c3n2)cc1	0.4	27	-1.8	1
COc1cc(Nc2cc(C)nc(-c3ccccc3)n2)cc(OC)c1OC	-0.2	4	-1.2	7
O=C(NC(c1ccccc1)c1ccccc1)C1CCN(S(=O)(=O)c2cccnc2)CC1	-0.1	-3	0.7	5
CCOC(=O)C(C)Oc1cc2c(C(=O)OCCOC)c(C)oc2cc1Br (centres undefined)	1.1	4	0.5	-3
CCOc1ccc2nc(NC(=O)c3n[nH]c(=O)c4ccccc34)sc2c1	-0.1	-4	-1.2	2
O=C(Cn1c(=S)nc2ccccn21)N1CCc2ccccc2C1	0.2	9	7.3*	-36
CCOC(=O)C(C)Oc1cc2oc(=O)cc(CC)c2cc1Cl (centres undefined)	0.3	-2	0.7	-4
Cc1cccc2cc(CN(C(=O)NCc3ccccc3)C3CCCC3)c3nnnn3c12	-0.2	0	-0.5	-1
COc1cc(/C=C2/C(=O)NN(c3ccc(C)c(C)c3)C2=O)ccc1O	0.1	8	0.7	5
NC(=S)N/N=C/c1ccc(Cl)cc1Cl	-0.1&-0.3	6&-2	1.9&0.7	15&10
COCCCn1c(SCC(=O)NCc2ccccc2)nc2c(sc3ccccc32)c1=O	0.1	22	0.2	-9
CCOC(=O)C1=C(C)NC2=C(C(=O)CC(C)(C)C2)C1c1cccc(C(F)(F)F)c1 (centres undefined)	0.0	-6	-0.1	-10
O=C(NCc1ccc(F)cc1)c1cnn2c(C(F)(F)F)cc(-c3ccccc3)nc12	0.0	5	-0.2	-7
O=C1CCC(C(=O)N2CCC3(CC2)c2ccccc2[C@@H](NC(=O)c2ccccc2)[C@@H]3O)=NN1	0.0	5	0.6	-15
O=C(CNC(=O)c1ccco1)OCN1C(=O)c2ccccc2C1=O	-0.1	6	-0.6	-5
CCN(CC)C(=O)c1ccc([N+](=O)[O-])c(C)c1	0.3	-18	0.0	4
O=C1CC(N2CCN(c3nc4ccccc4s3)CC2)C(=O)N1 (centres undefined)	0.1	2	-0.8	-13
Cc1ccc(C(=O)c2cccc(N3C(=O)C4C5C=CC(C5)C4C3=O)c2)cc1C (centres undefined)	0.7	8	-0.3	-15
COC(=O)CNc1nc(C2CC2)nc2c1nnn2Cc1ccccc1Cl	-0.1	0	1.6	-1
CC(C)n1cnc2c(Nc3ccc4c(c3)OCO4)nc(Nc3ccc4ncccc4c3)nc21	-0.2	0	-0.8	10
CC(Nc1nc2c(c(=O)[nH]c(=O)n2C)n1Cc1ccccc1Cl)c1ccccc1 (centres undefined)	-0.1	-4	-0.7	17
CC(=O)N/N=C(/c1ccccc1)C(O)c1ccccc1 (centres undefined)	0.0	8	-0.7	7
Nc1c(OS(=O)(=O)c2ccccc2)c2ccccc2oc1=O	1.0	23	-1.7	9
COc1ccccc1N(CC(=O)Nc1c(C)n(C)n(-c2ccccc2)c1=O)S(C)(=O)=O	-0.2	11	-0.5	0
C=CCn1c(SCC(=O)Nc2c(C)cc(C)cc2[N+](=O)[O-])nnc1-c1cccnc1	0.6	16	1.1	7
COc1ccc(C)cc1NC(=O)c1c(I)cnn1C	0.6	12	-0.4	15
COc1cccc2cc(C(=O)OC3CCN(C)CC3)c(=O)oc12	0.0	-4	-0.6	-7
Cc1ccc(-n2cc(CN3CCN4C(=O)[C@H](Cc5ccccc5)NC(=O)[C@H]4C3)cn2)cc1	0.1	12	0.0	-17
Cc1cc(NC2CCN(Cc3ccccc3)CC2)nc(Nc2cccc(N(C)C)c2)n1	-0.3	24	0.3	6
O=C(Nc1ccnn1C1CCN(Cc2cc3ccccc3s2)CC1)C1CC1	-0.2	1	0.5	3

# Other structures follow:
# Below each compound – FBW7 activator	MITF primary	GPR151 activ	TEAD-YAP inh
- O=C(CSc1nc(Nc2ccc(F)c(F)c2)c2ccccc2n1)c1ccc(Cl)cc1
    0.1	2	0.4	31
- O=C(NC1CCCCC1)c1ccc(S(=O)(=O)c2ccccc2)cc1
    0.2	-9	0.8	-15
- Cc1nc2ccccc2c(=O)n1-c1ccc(NS(=O)(=O)c2ccccc2Cl)cc1
    -0.1	-6	-0.2	-7
- COc1cccc(C(=O)Nc2ccc([N+](=O)[O-])cc2Br)c1
    0.2	25	-0.1	-20
- O=C(c1cc(N2C(=O)C3C4CCC(C4)C3C2=O)ccc1Cl)N1CCN(c2ccc(F)cc2)CC1 (centres undefined)
    0.0	-6	0.0	7
- CC1CC(C)CN(c2ccc([N+](=O)[O-])s2)C1 (centres undefined)
    0.0	13	-2.2	3
- COC(=O)c1ccc2c(=O)n(CCC3=CCCCC3)c(SCC(=O)NCCc3ccccc3)nc2c1
    -0.1	-3	0.6	-3
- O=C(NCCN1CCOCC1)c1ccc2nc(N3CCOCC3)sc2c1
    -0.1	1	-1.4	-44
- Nc1nonc1-c1nc2ccccc2n1CC(=O)Nc1ccc(F)c(Cl)c1
    0.0	-7	-0.9	-4
- COc1ccc(C(=O)N2CCC(N3CC(C)CC(C)C3)CC2)cc1 (centres undefined)
    -0.1	36	0.1	-5
- CC(=Nc1cccc(Cl)c1)c1sc2ccccc2c1O
    -0.1	-2	0.0	-12
- CCCCCCc1ccc(C(=O)Oc2ccc(C#N)cc2)cc1
    -0.1	6	-0.7	12
- CCCCCC(=O)N1c2ccccc2NC2=C(C(=O)CC(c3ccc(OC)cc3)C2)C1c1ccc(F)cc1 (centres undefined)
    0.3	11	0.9	-7
- CSc1ccccc1NC(=O)c1ccoc1C
    -0.1	0	0.4	-11
- Cc1ccc(CCNC(=O)C2CCCN(S(=O)(=O)c3c(C)noc3C)C2)cc1 (centres undefined)
    -0.1	2	-0.3	4

# Rewritten as labelled records: entries from further up.
COC(=O)CNc1nc(C2CC2)nc2c1nnn2Cc1ccccc1Cl
  FBW7 activator: -0.1
  MITF primary: 0
  GPR151 activ: 1.6
  TEAD-YAP inh: -1

O=C(c1cc(N2C(=O)C3C4CCC(C4)C3C2=O)ccc1Cl)N1CCN(c2ccc(F)cc2)CC1 (centres undefined)
  FBW7 activator: 0.0
  MITF primary: -6
  GPR151 activ: 0.0
  TEAD-YAP inh: 7

O=C(NC1CCCCC1)c1ccc(S(=O)(=O)c2ccccc2)cc1
  FBW7 activator: 0.2
  MITF primary: -9
  GPR151 activ: 0.8
  TEAD-YAP inh: -15

Nc1nonc1-c1nc2ccccc2n1CC(=O)Nc1ccc(F)c(Cl)c1
  FBW7 activator: 0.0
  MITF primary: -7
  GPR151 activ: -0.9
  TEAD-YAP inh: -4

# Additional compounds.
# Below each compound – FBW7 activator	MITF primary	GPR151 activ	TEAD-YAP inh
- CN(C)S(=O)(=O)c1cc(C(=O)Nc2ccc(O)cc2)c(Cl)cc1Cl
    0.1	4	0.3	3
- CCN1C(=O)/C(=C\c2ccc(N(C)C)cc2)SC1=S
    -0.1	-5	0.4	-16
- COc1cc(OC)c(C(=S)N2CCCC2)cc1OC
    0.2	8	2.4	2
- COc1cc(/C=C(\C#N)C(N)=S)ccc1OCc1ccccc1
    -0.3	-11	2.2	-39
- O=C(CCC1COc2ccccc2O1)NC1CCCCC1 (centres undefined)
    -0.1	-11	-0.8	-26
- CCOC(=O)/C(C#N)=C\c1ccc(C(C)C)cc1
    0.3	-6	0.6	3
- O=C(COc1ccccc1)NCc1ccco1
    0.0	-14	0.6	16
- Nn1c(SCc2ccc(Br)cc2)nnc1C(F)(F)F
    -0.1	14	0.6	6
- Cc1cc(/C=C2\C(=O)NC(=O)N(c3ccccc3F)C2=O)c(C)n1-c1ccncc1
    -0.1	-1	1.3	-1
- C/C(=N\NC(=O)COc1ccc(-c2ccccc2)cc1)c1cccs1
    0.1	0	-1.0	-4
- O=C(CSc1cn(CCNC(=O)c2cccs2)c2ccccc12)NCC1CCCO1 (centres undefined)
    -0.1	-4	-1.9	0
- Cc1nccn1CC(O)COc1ccccc1Cl (centres undefined)
    -0.1	3	2.5	11
- O=c1nc(/C=C\c2cccn2-c2ccc([N+](=O)[O-])cc2)cc(C(F)(F)F)[nH]1
    -0.3	5	2.2	-4
- Cc1cc(NS(=O)(=O)c2c(C)cc(N3CCCC3=O)cc2C)no1
    0.2	12	-0.6	5
- CC1(C)C(=O)C2(C(=O)Nc3cccc(NC(=O)C45CCC(C4)C(C)(C)C5=O)c3)CCC1C2
    -0.1	10	0.3	7
- Cc1cc(C(=O)NCC(=O)N2CCC3(CC2)NC(=O)c2ccccc2N3)c(C)o1
    -0.1	-3	-0.3	3
- CCSCc1nnc(SCC(=O)Nc2nc(C)cs2)n1C
    -0.1	-15	-1.3	7
- C=CCn1c(Oc2ccc(Br)cc2)nc2c1c(=O)n(C)c(=O)n2C
    0.1	7	3.1	-9
- COc1cc(OC)cc(C(=O)Nc2ccc(OC)c(N3CCCC3=O)c2)c1
    0.8	21	-1.9	-8
- COc1ccc(CCNc2nc(-c3c(C)nn(C)c3C)nc3c2ncn3CCN2CCCC2=O)cc1
    -0.2	-1	0.1	-8
- C=CCn1c(C)cc(C(=O)CCl)c1C
    -0.1	20	-0.3	11
- O=S(=O)(Cc1ccccc1)NCCOc1ccc(Cl)cc1
    0.0	-4	0.0	-1
- O=C(CN(Cc1ccc(Br)cc1)S(=O)(=O)c1ccccc1)NCc1cccnc1
    0.0	14	1.0	-5
- Cc1cccc(CN2C[C@@H](n3cnnn3)C[C@H]2C(=O)NCCc2ccccc2)c1
    0.1	4	0.3	6
- COc1cccc(-n2c(SC)nnc2-c2ccncc2)c1
    0.0	19	2.0	-1
- Cc1cc(C)c(NC(=O)c2cc(S(=O)(=O)NCc3ccco3)ccc2F)c(C)c1
    0.3	20	1.3	18
- Cc1cc(C)cc(NC(=O)C2C3C=CC4(O3)C2C(=O)N(CCCN(C)C)C4C(=O)NC2CCCC(C)C2C)c1 (centres undefined)
    0.3	12	-1.6	-9
- COc1ccc2oc(=O)c(-c3nc(-c4ccc(Oc5ccccc5)cc4)cs3)cc2c1
    0.0	2	0.6	7
- CCOC(=O)N1CCN(Cc2c(Cl)cccc2Cl)CC1
    0.0	-2	2.8	0
- O=C(O)CC/C(=N\NC(=S)NCc1ccccc1)c1cccs1
    -0.1	3	-0.5	4
- COc1cccc(NC(=O)C2Sc3nnc(C)n3NC2c2ccc(F)cc2)c1 (centres undefined)
    0.0	3	-0.7	7
- COC(=O)c1ccc(OC(=O)c2ccc(Br)o2)cc1
    0.0	-13	-0.8	-4
- OC1(c2cccc(C(F)(F)F)c2)CCN(Cc2nnnn2Cc2ccccc2)CC1
    -0.1	2	-0.1	5
- Cc1ccc2oc(-c3cc(NC(=O)c4cc([N+](=O)[O-])ccc4Cl)ccc3Cl)nc2c1
    0.1	10	1.4	1
- COc1ccc2oc(=Nc3ccc(O)cc3)c(C(N)=O)cc2c1
    -0.1&0.0	14&26	-0.2&1.6	-2&0
- Cc1cc(I)ccc1NC(=O)[C@H](C)NC(N)=O
    -0.1	-8	-0.5	-8

# Compound activity: PubChem BioAssay, The Scripps Research Institute Molecular Screening Center
